# Screening results as filed in PubChem BioAssay.
# Jurkat NFkB inh: inhibitors of induced NF-kB luciferase reporter, primary screen, TCR NF-kB activation inhibitor project, cell-based, luminescence, uHTS | 330,000 tested, 0.53% active | AID 435003, 2010 | Jurkat, PMA/ionomycin-induced NF-kB luciferase reporter | inhibition, % at 4 µM
# Apaf1 inhib: inhibitors of human Apaf-1 apoptosome, primary screen, biochemical, DEVD-Rh110 fluorescence, uHTS; inhibition, % at 20 µM; reconstituted apoptosome caspase-3 activity; 330,000 tested, 0.71% active; Apoptotic protease-activating factor 1 (Homo sapiens), O14727; AID 489030, 2010; active = inhibition of at least 40% at 20 µM;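 note: plate controls were DMSO wells for no effect and DEVD-CHO caspase inhibitor wells for full effect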
#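 System: reconstituted apoptosome with Apaf-1, cytochrome c, caspase-9, procaspase-3, dATP; Signal: Rh110 fluorescence intensity; Schedule: 30 min compound preincubation, 50 min activation, room temperature; Reagent: cytochrome c trigger plus (Z-DEVD)2-Rh110 caspase-3 substrate.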
# CCR6 antagonist: CCR6 receptor antagonists, primary screen, cell-based, CHO-K1, luminescence, beta-arrestin, uHTS. 340,000 tested, 0.49% active. CHO-K1 CCR6 PathHunter beta-arrestin, CCL20-stimulated. inhibition, % at 20 µM. C-C chemokine receptor type 6 (Homo sapiens), P51684;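 active = compounds whose inhibition of the agonist-driven luminescence signal at 20 µM reaches about 50%, limit read from the data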;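 note: cells stimulated with CCL20 at 14 nM final; plate controls were DMSO with CCL20 for no effect and DMSO without agonist for full effect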
# Target sequence (P51684 whole entry, looked up): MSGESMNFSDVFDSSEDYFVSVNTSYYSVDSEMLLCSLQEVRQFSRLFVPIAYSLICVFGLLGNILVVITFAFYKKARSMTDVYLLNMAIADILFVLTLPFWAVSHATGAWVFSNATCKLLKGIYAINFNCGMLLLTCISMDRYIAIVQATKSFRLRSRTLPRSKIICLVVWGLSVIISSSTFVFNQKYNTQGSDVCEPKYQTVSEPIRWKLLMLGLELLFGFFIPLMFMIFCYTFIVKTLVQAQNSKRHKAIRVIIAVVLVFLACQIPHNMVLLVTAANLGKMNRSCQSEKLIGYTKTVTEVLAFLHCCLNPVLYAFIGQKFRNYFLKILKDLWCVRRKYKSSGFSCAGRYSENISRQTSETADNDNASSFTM
# SENP8 inh: SENP8 protease inhibitors, primary screen, biochemical, luminescence; inhibition, % at 10 µM; 330,000 tested, 1.2% active; Sentrin-specific protease 8 (Homo sapiens), Q96LD8; purified SENP8, Z-RLRGG-aminoluciferin cleavage; AID 2540, 2010
# Gli-Sufu block: Gli-Sufu pathway antagonists, primary screen, luciferase luminescence, Sufu-KO-LIGHT cells, uHTS. 340,000 tested, 0.74% active. Sufu-KO-LIGHT fibroblasts, Gli luciferase reporter luminescence. AID 588413, 2011. inhibition, % at 5 µM;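 active = inhibition above about 55%, limit read from the data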;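 note: 0% = DMSO-treated cells and 100% = wells with medium but no cells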
# 697 NFkB inh: inhibitors of PMA/ionomycin-induced NF-kB reporter, 697 cells, primary screen, B-cell NF-kB inhibitor project, cell-based, luminescence, uHTS. 330,000 tested, 0.33% active. 697 B-cell NF-kB luciferase reporter, 16 h. inhibition, % at 4 µM. AID 435022, 2010; in the data active = inhibition above about 35%
# UBC13 polyUb: UBC13 polyubiquitin chain formation inhibitors, primary screen, biochemical, TR-FRET, uHTS; Ubiquitin-conjugating enzyme E2 N (Homo sapiens), P61088; inhibition, % at 20 µM; 330,000 tested, 0.47% active; AID 485273, 2010; in the data active = inhibition above about 45%, passing the limit was not always enough
# Target sequence (P61088 whole entry, looked up): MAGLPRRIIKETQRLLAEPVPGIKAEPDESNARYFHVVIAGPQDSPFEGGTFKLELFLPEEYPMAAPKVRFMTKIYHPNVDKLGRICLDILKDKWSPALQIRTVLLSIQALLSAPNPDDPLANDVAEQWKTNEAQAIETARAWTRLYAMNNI
# EBI2 block: EBI2 receptor antagonists, beta-arrestin recruitment, primary screen, cell-based, luminescence, 7a,25-OHC stimulation, uHTS | G-protein coupled receptor 183 (Homo sapiens), P32249 | 7a,25-OHC stimulated | inhibition, % at 5 µM | 360,000 tested, 0.81% active | AID 651636, 2012; in the data active = inhibition above about 38%;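 note: enzyme fragment complementation signal reports receptor beta-arrestin coupling in cells; 0% = agonist plus DMSO wells and 100% = wells without agonist; some results beyond the cut were filed as inactive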
# Target sequence (P32249 whole entry, looked up, the tested form may be a part): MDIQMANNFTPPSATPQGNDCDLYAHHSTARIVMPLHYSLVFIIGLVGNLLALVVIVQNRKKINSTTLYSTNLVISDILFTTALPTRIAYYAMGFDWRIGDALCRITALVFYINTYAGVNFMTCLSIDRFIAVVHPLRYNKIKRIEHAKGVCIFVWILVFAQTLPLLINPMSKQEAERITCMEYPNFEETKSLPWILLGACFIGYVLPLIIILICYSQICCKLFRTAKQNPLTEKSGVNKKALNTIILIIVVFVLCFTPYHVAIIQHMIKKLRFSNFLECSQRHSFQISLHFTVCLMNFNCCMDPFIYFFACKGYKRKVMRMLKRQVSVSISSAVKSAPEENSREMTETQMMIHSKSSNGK
# * marks the source's active call; other numbers are inactive results. Cut-off read from the data, not from the text of the source, unless noted: active = inhibition above about 50%; inactive = the rest.
structure,Jurkat NFkB inh,Apaf1 inhib,CCR6 antagonist,SENP8 inh,Gli-Sufu block,697 NFkB inh,UBC13 polyUb,EBI2 block
C=CCn1cnc2scc(-c3ccc(C)cc3)c2c1=O,-7,-1,9,-2,2,27,8,3
Cc1ccc(CNC(=O)C2CCN(C(=O)c3cccc(Cl)c3)CC2)cc1,-2,9,-2,-2,7,17,2,32
O=C(Cc1c[nH]c2ccccc12)NCc1ccccc1F,-39,6,-7,-10,-6,-22,-10,7
Cc1ccc(C(=O)Nc2cccc(C(F)(F)F)c2)cc1Nc1ccccn1,-18,15,4,-6,3,-32,-1,10
CC(C)c1nnc2n1N=C(c1ccc(Cl)cc1)CS2,7,-6,23,-8,4,6,-4,15
O=C1C(c2ccccc2)SC(=Nc2ccccc2)N1S(=O)(=O)c1ccccc1 (centres undefined),0,1,15,-14,15,2,5,13
CC(C)C[C@H](NC(=O)c1[nH]cnc1C(=O)N[C@@H](Cc1ccccc1)C(=O)OCc1ccccc1)C(=O)OC(C)(C)C,-14,1,-2,-11,3,-3,-55,-17
CCOc1ccc(C(=O)OCC(=O)NC(C)C)cc1,16,-4,6,-2,-5,19,-2,-7
NC(=O)NCc1ccc(Cl)cc1,11,-10,7,-2,-10,3,-1,-1
Cc1ccc(Cl)cc1NC(=O)Nc1c(C)n(C)n(-c2ccccc2)c1=O,5,0,1,7,-3,29,3,7
O=C1CC(N2CCCCCC2)C(=O)N1c1ccc(F)cc1 (centres undefined),-6,-9,-9,-1,-14,11,2,-3
CC(=O)c1cnc2c(-c3ccccc3)c(C)nn2c1C,-10,-1,9,0,0,-22,-6,-9
Cc1ccc(Nc2nc(N)nc(CSc3nccn3C)n2)cc1,-95,5,-7,2,-76,-140,3,7
COCCOC(=O)C1=C(C)Nc2ncnn2C1c1ccccc1 (centres undefined),8,3,-10,2,1,8,-2,-2
Cc1ccc(OCC(=O)Nc2ccc(S(=O)(=O)N3CCCCC3)cc2)c([N+](=O)[O-])n1,8,-1,7,-4,3,-13,-8,-9
COc1ccc(S(=O)(=O)N2CCOC23CCN(S(=O)(=O)c2cc(C)ccc2OC)CC3)cc1,-6,13,11,13,3,11,5,2
COc1ccc(C(=O)Nc2ccc3c(c2)OCCO3)cc1Br,-119,11,12,56*,-80,-76,2,-4
CC1(C)C[C@H]2C3=CCC4[C@@]5(C)CC[C@H](O)C(C)(C)C5CC[C@@]4(C)[C@]3(C)[C@@H](O)[C@@H](O)[C@@]2(CO)[C@@H](O)[C@@H]1O (some centres undefined),-3,13,14,17,8,3,4,-12
CCc1ccc(C(=O)CN(C#N)c2nc(C)cc(C)n2)cc1,-21,17,12,0,-2,-24,-9,14
O=C(CNC(=O)c1ccc2ccccc2c1)OCC(=O)N1CCN(S(=O)(=O)c2ccc3ccccc3c2)CC1,7,21,-7,4,-14,26,6,-10
C[C@@H](C(=O)OCC(=O)Nc1cc(S(=O)(=O)N2CCOCC2)ccc1Cl)N1C(=O)C2CCCCC2C1=O (some centres undefined),-13,-15,-4,-5,25,-37,-7,0
O=C(CCCCl)N1CCc2[nH]c3ccccc3c2C1,21,-4,9,3,0,0,-2,-8
CCNc1nc(NC(C)(C)C)nc(N2CCCC2)n1,15,12,4,0,26,-113,-1,4
O=C1c2ccccc2C(=O)N1Cc1ccco1,-1,-6,-20,-9,7,5,16,-2
Cc1ccn2c(NCc3ccc4c(c3)OCO4)c(-c3ccc(O)cc3)nc2c1,-22,1,-8,0,-12,-35,12,19
O=C(O)c1ccc(COc2ccccc2Cl)cc1,-15,2,16,57*,0,3,-14,-14
COc1cccc(OC)c1C(=O)Nc1ccc(CN2CCOCC2)cc1,-5,-1,-27,4,-7,17,5,1
CCOC(=O)c1cc2c(nc1N)CCCC2,-16,-12,8,-4,-3,-1,10,0
COc1ccc(/C=N/N(C)C2=NCCN2)c(OC)c1OC,-11,6,9,-6,5,-21,-5,-5
O=C(NCCN1CCOCC1)/C(=C\c1ccc(F)cc1)NC(=O)c1ccccc1,3,6,2,14,-3,3,-4,-5
CC1=CC(C)C(C(=O)O)C(C(=O)Nc2cccnc2)C1 (centres undefined),12,6,11,2,-2,7,4,8
Cc1ccc(S(=O)(=O)CCC(=O)OCc2ccc(Cl)cc2)cc1,-7,17,6,7,-4,26,4,-12

# 19 entries out of the list, sorted by SMILES length, rising:
structure,Jurkat NFkB inh,Apaf1 inhib,CCR6 antagonist,SENP8 inh,Gli-Sufu block,697 NFkB inh,UBC13 polyUb,EBI2 block
NC(=O)NCc1ccc(Cl)cc1,11,-10,7,-2,-10,3,-1,-1
CCOC(=O)c1cc2c(nc1N)CCCC2,-16,-12,8,-4,-3,-1,10,0
O=C1c2ccccc2C(=O)N1Cc1ccco1,-1,-6,-20,-9,7,5,16,-2
CCOc1ccc(C(=O)OCC(=O)NC(C)C)cc1,16,-4,6,-2,-5,19,-2,-7
C=CCn1cnc2scc(-c3ccc(C)cc3)c2c1=O,-7,-1,9,-2,2,27,8,3
CC(=O)c1cnc2c(-c3ccccc3)c(C)nn2c1C,-10,-1,9,0,0,-22,-6,-9
O=C1CC(N2CCCCCC2)C(=O)N1c1ccc(F)cc1 (centres undefined),-6,-9,-9,-1,-14,11,2,-3
COc1ccc(C(=O)Nc2ccc3c(c2)OCCO3)cc1Br,-119,11,12,56*,-80,-76,2,-4
CC1=CC(C)C(C(=O)O)C(C(=O)Nc2cccnc2)C1 (centres undefined),12,6,11,2,-2,7,4,8
CCc1ccc(C(=O)CN(C#N)c2nc(C)cc(C)n2)cc1,-21,17,12,0,-2,-24,-9,14
Cc1ccc(C(=O)Nc2cccc(C(F)(F)F)c2)cc1Nc1ccccn1,-18,15,4,-6,3,-32,-1,10
Cc1ccc(Cl)cc1NC(=O)Nc1c(C)n(C)n(-c2ccccc2)c1=O,5,0,1,7,-3,29,3,7
Cc1ccn2c(NCc3ccc4c(c3)OCO4)c(-c3ccc(O)cc3)nc2c1,-22,1,-8,0,-12,-35,12,19
O=C(NCCN1CCOCC1)/C(=C\c1ccc(F)cc1)NC(=O)c1ccccc1,3,6,2,14,-3,3,-4,-5
COc1ccc(S(=O)(=O)N2CCOC23CCN(S(=O)(=O)c2cc(C)ccc2OC)CC3)cc1,-6,13,11,13,3,11,5,2
Cc1ccc(OCC(=O)Nc2ccc(S(=O)(=O)N3CCCCC3)cc2)c([N+](=O)[O-])n1,8,-1,7,-4,3,-13,-8,-9
O=C(CNC(=O)c1ccc2ccccc2c1)OCC(=O)N1CCN(S(=O)(=O)c2ccc3ccccc3c2)CC1,7,21,-7,4,-14,26,6,-10
C[C@@H](C(=O)OCC(=O)Nc1cc(S(=O)(=O)N2CCOCC2)ccc1Cl)N1C(=O)C2CCCCC2C1=O (some centres undefined),-13,-15,-4,-5,25,-37,-7,0
CC1(C)C[C@H]2C3=CCC4[C@@]5(C)CC[C@H](O)C(C)(C)C5CC[C@@]4(C)[C@]3(C)[C@@H](O)[C@@H](O)[C@@]2(CO)[C@@H](O)[C@@H]1O (some centres undefined),-3,13,14,17,8,3,4,-12

# Other records.
structure,Jurkat NFkB inh,Apaf1 inhib,CCR6 antagonist,SENP8 inh,Gli-Sufu block,697 NFkB inh,UBC13 polyUb,EBI2 block
O=c1oc2ccccc2cc1-c1nc2c(s1)CCc1ccccc1-2,-5,10,-29,-8,4,-9,32,5
O=C(CC1NCCc2ccccc21)Nc1ccc(Cl)cc1 (centres undefined),5,-3,9,2,4,10,8,-7
Cc1cc(Cl)ccc1N(CC(=O)NCCSCc1ccco1)S(C)(=O)=O,-3,6,12,3,1,5,1,5
COC(=O)/C=C/C(=O)N1CCN(c2ccccc2C)CC1,7,3,1,-2,5,6,3,0
O=C(CN1CCN(S(=O)(=O)c2ccccc2)CC1)N1CCc2ccccc21,-9,-1,13,7,-9,11,4,-8
Cc1ccc(-n2cc(CN3CCN(c4ccccn4)CC3)c(-c3ccc(F)cc3)n2)cc1,-1,-2,18,9,-8,35,-1,17
O=C(COC(=O)COc1ccccc1)Nc1ccccc1OC(F)F,5,-1,-11,2,10,10,2,3
CCOc1ccc(-c2c(C(=O)N/N=C(\C)c3ccco3)nnn2-c2nonc2N)cc1,-6,11,12,-10,-8,-24,-10,0
Cc1cccc(NS(=O)(=O)c2cnc[nH]2)c1,11,-15,-6,0,4,-2,-3,-17
COC(=O)COC(=O)CC(CC(N)=O)c1ccccc1 (centres undefined),-6,3,6,-5,11,-6,-13,1
CSC1=NCCN1C(=O)c1cccc(Br)c1,4,2,-6,-6,-1,14,4,-1
COc1ccc(NC(=O)c2cc3ccccc3o2)cc1OC,-34,3,8,-8,0,-15,-10,8
Cn1cnc([N+](=O)[O-])c1SCC(O)CN1CCCCC1 (centres undefined),9,4,7,-3,-6,10,0,-6
c1ccc(C2c3[nH]c4ccccc4c3CCN2Cc2cccn2-c2cccnc2)nc1 (centres undefined),11,10,10,-1,17,21,-9,-9
C(#CC12CC3CC(CC(C3)C1)C2)CN1CCOCC1,3,6,-10,-3,-5,-14,3,-4
CC1(C)CC(=O)C=C(Nc2ccc(OCC(F)(F)C(F)F)cc2)C1,-18,-3,4,-3,-4,8,-2,2
O=C(Cn1c(Cc2ccccc2)nc2ccccc21)NCc1ccc2c(c1)OCO2,-13,2,5,2,3,-10,5,-4
CCOc1ccccc1-c1cc(C(=O)N/N=C/c2cccnc2)c2ccccc2n1,-5,-3,0,6,4,22,-9,3
CCOc1ccccc1NC(=O)C1CCCN(S(=O)(=O)c2ccccc2)C1 (centres undefined),15,1,7,5,-3,-9,5,-2
Brc1ccc(CSc2nnc(-c3ccco3)o2)cc1,-18,9,9,-9,-36,15,5,-11
CS(=O)(=O)c1ccc(-c2nnn(CC(=O)Nc3ccc4c(c3)OCCO4)n2)cc1,11,-3,8,4,2,9,5,-9

# These rows are one share of the data; rates above refer to the full screens.
